# DAX1 inh: NR0B1 (DAX1) inhibition; P51843; HEK293 Gal4-DAX1 luciferase reporter, luminescence; inhibition, % at 6.75 µM; 340,000 tested, 0.99% active; AID 504766;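 active means inhibition above the mean over all tested compounds plus 3 SD, cut at about 4.2% in these data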;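 further: 0% = DAX1-transfected cells with DMSO and 100% = empty-vector control cells with DMSO; inhibition shows as a rise in luminescence from relieved DAX1 repression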
# Target sequence (P51843 207-470 limits assumed): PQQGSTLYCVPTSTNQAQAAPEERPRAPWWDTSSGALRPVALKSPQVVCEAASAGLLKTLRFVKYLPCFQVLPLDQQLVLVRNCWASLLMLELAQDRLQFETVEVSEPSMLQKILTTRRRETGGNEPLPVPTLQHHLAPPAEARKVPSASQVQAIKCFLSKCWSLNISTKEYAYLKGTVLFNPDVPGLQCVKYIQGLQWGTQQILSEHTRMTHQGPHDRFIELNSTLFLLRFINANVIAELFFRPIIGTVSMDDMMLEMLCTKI
# GAA850 FXN act: activators of GAA850 frataxin (FXN) promoter; HEK293 lucGAA850 FXN promoter luciferase reporter, 24 h; percent of 10 µM SAHA response; activation, % at 6 µM; 360,000 tested, 0.56% active; AID 540364;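 active means activation above the average of all compounds screened plus 3 SD, cutoff fixed separately per campaign, cut at about 7.5% in these data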;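 further: 0% = DMSO wells and 100% = 10 µM SAHA wells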
# The depositor's hits bear a star; & = joins results of further samples. A portion of the library; count on the stated rates, not on these rows.
SMILES,DAX1 inh,GAA850 FXN act
Nc1ncnc2c1ncn2[C@@H]1O[C@H](CNCc2ccccc2)[C@@H](O)[C@H]1O,3.1,1.6
COc1ccc(-c2cc(-c3cccs3)c(C#N)c(SCC(=O)NCc3ccco3)n2)cc1,2.8,1.1
COc1cc2[nH]c(=O)n3nc(-c4ccccc4)nc3c2cc1OC,0.3,-3.0
COc1ccc(-c2ccc3c(c2)S(=O)(=O)c2cccc(C(=O)NC4CCCCC4)c2C3=O)cc1OC,-0.2,-0.9
O=C(C1CCC1)N1CCc2cc(S(=O)(=O)N3CCN(c4ccccn4)CC3)ccc21,-0.2,6.0
COC(=O)CNC(c1ccccc1)c1cc(Br)ccc1NC(=O)CNC(=O)OCc1ccccc1 (stereo not drawn),0.9,0.9
CCn1c(CN2CCN(C(c3ccccc3)c3ccccc3)CC2)nc2c1c(=O)n(C)c(=O)n2C,0.5,1.5
Cc1ccc(S(=O)(=O)N2CCC(=O)N(C(COCc3cccc(C(F)(F)F)c3)C(C)C)CC2)cc1 (stereo not drawn),-1.2,3.1
Cc1onc(-c2ccccc2)c1C(=O)Nc1nnc(COc2ccc(Cl)cc2)s1,0.4,-0.9
CC(=O)Nc1ccc(Oc2nc(-c3cccnc3)nc3sc4c(c23)CCCC4)cc1,0.3,-0.4
CC(C)C[C@@H](CO)N(Cc1ccccc1)S(=O)(=O)N(Cc1ccccc1)[C@@H](CO)CC(C)C,0.5,-4.5
COc1ccc(CN2C[C@H]3CCCN3c3cc(Br)ccc3S2(=O)=O)cc1,-0.9,0.8
COC(=O)CNS(=O)(=O)c1ccc(OC)cc1,0.3,-0.2
COc1ccc(C/C(O)=C(\C#N)c2nc3ccccc3s2)cc1,-1.6,3.5
Cc1nn(-c2ccccc2)c2sc(C(=O)N3CCCCC3)cc12,-0.1,3.4
COc1ccc(CC(C)N2CCN(Cc3ccccc3)CC2)cc1OC (stereo not drawn),1.5,0.2
COC(=O)C1=C(C)N(CC2CC2)C(=NCc2cc(OC)c(OC)c(OC)c2)N[C@H]1c1ccccc1,2.2,-5.8
CC(=O)N1c2ccc(S(=O)(=O)N(C)CC(=O)N3CCCC3)cc2CC1C (stereo not drawn),-0.4,0.0
O=[N+]([O-])c1cc2c(cc1C=Nc1ccccc1)OCO2,2.2,1.7
CN(Cc1ccccc1F)C(=O)C(Cc1ccccc1)NC(=O)c1ccccc1 (stereo not drawn),-1.9,-4.2
CCCc1[nH]nc2c1C(c1cn[nH]c1-c1ccc(F)cc1)C(C#N)=C(N)O2 (stereo not drawn),-0.8,1.4
COc1ccc2c(c1)[nH]c(=O)c1sc3ccccc3c12,1.2,1.3
CC(C)(C)c1ccc(C2=CC(c3ccccc3)n3ncnc3N2)cc1 (stereo not drawn),0.6,4.2
CN(Cc1ccccc1)C(=O)CCS(=O)(=O)c1ccc2c(c1)NC(=O)CS2,-0.1,0.1
O=C1OCCN1C(=O)[C@H]1[C@H](c2ccccc2)C(c2cccc(Cl)c2)=NN1c1ccccc1,-0.4,0.5
CC(=O)c1cccc(CN2CCC(n3nccc3NC(=O)CCc3ccccc3)CC2)c1,-0.5,2.0
CCOC(=O)C1CCN(CC(O)COc2ccc(C(C)=O)cc2)CC1 (stereo not drawn),1.4,0.1
CCN1CCN(Cc2ccc(NC(=O)c3ccc(C)c(/C=C/c4cnc(Nc5cc(N6CCNCC6)nc(C)n5)cn4)c3)cc2C(F)(F)F)CC1,-0.6&-0.5,-5.5&-7.0
OCC(CO)(CO)NCC(O)CN1c2ccccc2Sc2ccccc21 (stereo not drawn),1.1,-1.6
COc1ccc(-c2nc(SCC(=O)Nc3cc(C)on3)n[nH]2)cc1,-0.6,2.4
COc1ccc(C(=O)COc2ccc(F)cc2)c(O)c1C,0.6,0.1
Fc1ccc2[nH]c3c(NCCN4CCOCC4)ncnc3c2c1,-0.1,-1.1
Cc1cc(C(=O)O)ccc1-c1ccc(/C=C2\NC(=O)N(Cc3ccccc3Cl)C2=O)o1,0.0,1.6
COC(=O)c1ccccc1CSc1nsc(/C=C/N(C)C)c1C#N,1.3,0.2
O=C(Nc1nnc(S(=O)(=O)N2CCCC2)s1)c1cccc([N+](=O)[O-])c1,0.2,1.7
O=C(COC(=O)c1ccc(NS(=O)(=O)c2cccs2)cc1)NCc1ccco1,1.9,-0.6
COC(=O)c1c(C)oc2ccc(N(C(=O)c3ccncc3)S(=O)(=O)c3ccc(C)cc3)cc12,-3.8,-4.4
Cc1cc(C)c(NC(=O)Cn2nnc(C(=O)NCc3ccc4c(c3)OCO4)c2N)c(C)c1,0.1,0.7
Cn1c(N)c(C(=O)COC(=O)c2cc(-c3ccccc3)nc3ccccc23)c(=O)n(Cc2ccccc2)c1=O,0.1,1.4
COc1ccccc1S(=O)(=O)Cc1ccc(C(=O)N2CCN(c3ccccn3)CC2)o1,-1.7,-1.3
COc1ccccc1OC(=O)Cc1cccc2ccccc12,-0.3,-0.4
Cc1c(CCC(=O)N2CCC[C@H]2C(=O)O)c(=O)oc2cc3oc4c(c3cc12)CCCC4,-2.8,-7.3
Cc1cccc(OC(C)C(=O)N2CCCN(C)CC2)c1C (stereo not drawn),0.8,-0.6
O=C(c1ccccc1Oc1ccccc1)N1CCN(c2ccc(F)cc2)CC1,-1.1,-1.4
CNC(=O)c1c(I)c(C(=O)NCC(=O)Nc2c(I)c(C(=O)O)c(I)c(C(=O)NCCO)c2I)c(I)c(N(C)C(C)=O)c1I,0.3,2.4
O=C(C1CCCCC1)N1CCC(O)(c2ccc(Cl)cc2)CC1,1.3,2.1
CCOc1cc(/C=C\[N+](=O)[O-])ccc1OCC(=O)Nc1ccccc1C,-1.9,7.3
O=C(O)c1cc2ccccc2c(N=Nc2cccnc2)c1O,-0.3,-2.0
CCCCCc1c2c(cc(O)c1C(=O)O)OC(=O)c1c(cc(OC)cc1C(=O)CCCC)O2,0.5,-2.0
NC(=O)CC[C@@H]1NC(=O)[C@@H]2CCCN2C(=O)c2cc([N+](=O)[O-])cc(I)c2NCCCC[C@@H](C(=O)NC(CC(=O)O)C(N)=O)NC1=O (stereo partly drawn),-0.1,0.9
CC(NC(=O)C(NS(=O)(=O)c1cccc2nsnc12)C(C)C)c1ccccc1 (stereo not drawn),0.4,-3.5
CCOc1ccc2[nH]c(=O)c(CN(Cc3ccco3)C(=O)c3cccc(F)c3)cc2c1,-0.1,-2.2
CCCCCCCCCn1c2c(c(=N)c3c1CCC3)CCC2,-4.7,-12.2
COc1ccc(-n2ccnc(SCC(=O)NC3CCCCC3)c2=O)cc1,-0.3,0.4
C=CCN=C1N[C@@H](c2ccccc2)C(C(=O)OC)=C(C)N1CC,-1.4,-0.6
Nc1ncnc2c1ncn2[C@@H]1O[C@H](CNC(=O)[C@@H](N)COCc2ccccc2)[C@@H](O)[C@H]1O,0.2,1.4
C#CCOCCOCCOCCNc1nc(N2CCN(C(=O)CCCCCCCCCCNC(=O)[C@H]([C@@H](C)CC)n3cc(CCCCCN)nn3)CC2)nc(N2CCN(C(=O)CCCCCCCCCCNC(=O)[C@H]([C@@H](C)CC)n3cc(CCCCN=C(N)N)nn3)CC2)n1,0.3,1.6
CC1=NNC(=O)/C1=C\c1cn(-c2ccccc2)nc1-c1ccc(F)cc1,-0.5,4.8
O=C(CCNS(=O)(=O)c1cccc2nsnc12)N1CCN(c2ccccn2)CC1,0.1,0.0
Nc1ccc2oc(CCc3ccccc3)nc2c1,1.5,6.8

# (continued)
SMILES,DAX1 inh,GAA850 FXN act
COc1ccc(C(=O)N/C(=C\c2ccco2)C(=O)NCc2cccnc2)cc1,0.6,1.1
CCCCNc1c2c3c(cccc3n(C)c1=O)C(=O)c1ccccc1-2,-1.1,-3.0
O=C(NN1C(=O)/C(=C/c2cccs2)SC1=S)c1ccccc1,-0.3,-0.6
COc1ccc(C2c3c(nc[nH]c3=O)Oc3nc[nH]c(=O)c32)cc1,-0.7,1.5
CC(C)Cc1nc(S(=O)(=O)c2ccc(Cl)cc2)c(N2CCOCC2)o1,0.8,-0.9
Cc1cccc(COCC(Cc2ccccc2)N2CCN(C(=O)c3cc(Cl)cc(Cl)c3)CCC2=O)c1 (stereo not drawn),0.3,-1.2
O=C(Cn1c(=O)oc2cc(S(=O)(=O)N3CCCC3)ccc21)Nc1ccccc1Br,0.3,-0.7
CCNc1ccc(Br)cc(C(=O)/C=C/c2c(Cl)cccc2Cl)c1=O,-0.6,-0.1
O=[N+]([O-])c1ccc2nc(-[n+]3c(-c4ccccc4)cc(-c4ccccc4)cc3-c3ccccc3)[nH]c2c1,0.6,-1.3
CN(C)c1ccc(-c2c(-c3ccc4c(c3)OCO4)noc2-c2ccsc2)cn1,0.8,2.0
Cc1ccc2oc3nc(C)c(C(=O)Nc4cccc(C(F)(F)F)c4)cc3c(=O)c2c1,1.9,2.5
Cc1noc(C)c1CSCC(=O)Nc1ccccc1N1CCCCC1,-1.1,1.8

# Some of the entries above in another layout.
SMILES	DAX1 inh	GAA850 FXN act
COc1ccc(C2c3c(nc[nH]c3=O)Oc3nc[nH]c(=O)c32)cc1	-0.7	1.5
CC(C)Cc1nc(S(=O)(=O)c2ccc(Cl)cc2)c(N2CCOCC2)o1	0.8	-0.9
Cc1cccc(COCC(Cc2ccccc2)N2CCN(C(=O)c3cc(Cl)cc(Cl)c3)CCC2=O)c1 (stereo not drawn)	0.3	-1.2

# The listing continues.
SMILES,DAX1 inh,GAA850 FXN act
Cc1cc(N2CCN(c3ccc([N+](=O)[O-])c4cccnc34)CC2)c2ccccc2n1,-1.7,0.1
Cc1ccccc1-n1c(SCC(=O)c2cc(C)n(C)c2C)nnc1-c1cccnc1,-1.6,2.6
C#CCOCCOCCOCCNc1nc(N2CCN(C(=O)CCCCCCCCCCNC(=O)[C@H](CCCCN)n3cc(CCCC(=O)O)nn3)CC2)nc(N2CCN(C(=O)CCCCCCCCCCNC(=O)[C@H](CCCN=C(N)N)n3cc(C[C@@H](C)CC)nn3)CC2)n1,0.5,1.1
Cc1c(Cc2ccccc2)sc(/N=C/c2ccc3ccccc3c2)c1C(N)=O,-0.4,-3.2
COc1ccc(OC[C@@H](O)CNC(=O)c2cccc3c2C(=O)c2ccc(-c4ccc(F)cc4OCc4ccccc4)cc2S3(=O)=O)cc1,2.2,-0.8
O=C(C1=C[C@H](c2ccc(Br)cc2)C[C@H](OCCCCO)O1)N1CCN(Cc2ccc3c(c2)OCO3)CC1,0.3,0.7
Cc1ccccc1Cc1c(C)nc2nc(SCC(=O)NCCCN3CCCCC3)nn2c1C,-1.1,0.3
O=S(=O)(Nc1nc2ccc(Cl)cc2s1)c1cccs1,-0.4,-0.4
CC(=O)Nc1ccc(/C=C/c2noc(-c3ccccc3O)n2)cc1,0.1,2.0
CC(=O)Oc1cc2cccc(OC(C)=O)c(=O)c2c(OC(C)=O)c1OC(C)=O,2.5,0.1
C#CCOCCOCCOCCNc1nc(N2CCN(C(=O)[C@H](CCC(=O)O)n3cc(C(N)Cc4ccc(O)cc4)nn3)CC2)nc(N2CCN(C(=O)[C@H](Cc3cc4ccccc4[nH]3)n3cc(C(N)[C@H](C)CC)nn3)CC2)n1 (stereo partly drawn),0.9,-0.1
CCCN(CCC)S(=O)(=O)c1ccc(C(=O)Nc2nnc(-c3cc(OC)cc(OC)c3)o2)cc1,0.1,1.6
O=C(CCOc1ccccc1)Nc1ccccc1F,2.0,2.3
O=C(Nc1ccc(Oc2cccnc2)cc1)c1cccc([N+](=O)[O-])c1,-0.2,0.9
COCCNC(=O)COc1ccc(Br)cc1Cl,0.6,3.7
CC(=O)c1ccc(N2CCC(c3cc(-c4ccc(Cl)cc4)n[nH]3)CC2)c([N+](=O)[O-])c1,-0.1,0.4
O=C(Oc1ccc(Br)cc1C(=S)N1CCCCC1)c1cc([N+](=O)[O-])cc([N+](=O)[O-])c1,-0.5,-1.4
OC(COc1ccccc1)CN1C2=NCCCN2c2ccccc21 (stereo not drawn),0.3,-1.9
CC(C)(C)N1C(=O)Cc2c1nc(N)c1c(N)nc(N3CCCCC3CO)c(C#N)c21 (stereo not drawn),-0.2,2.6
Cc1nc(SCCc2ccccc2)[nH]c(=O)c1C,-0.3,2.8
Cn1c(SCCC#N)nnc1-c1ccc(F)cc1,0.2,-0.8
O=C(NCC1COCCO1)c1cc(COc2ccc(F)cc2F)on1 (stereo not drawn),0.9,-1.3
Cc1ccc(/C=N/NC(=O)c2c[nH]c3ccccc23)o1,-0.9,5.0
O=C1CC(=O)C(n2cncn2)C(c2ccc(Cl)cc2Cl)C1 (stereo not drawn),0.5,1.0

# Sorted by SMILES length (smallest number first): some entries from above.
SMILES,DAX1 inh,GAA850 FXN act
O=C(CCOc1ccccc1)Nc1ccccc1F,2.0,2.3
COc1ccc2c(c1)[nH]c(=O)c1sc3ccccc3c12,1.2,1.3
CCCCNc1c2c3c(cccc3n(C)c1=O)C(=O)c1ccccc1-2,-1.1,-3.0
O=C(c1ccccc1Oc1ccccc1)N1CCN(c2ccc(F)cc2)CC1,-1.1,-1.4
CC(=O)Oc1cc2cccc(OC(C)=O)c(=O)c2c(OC(C)=O)c1OC(C)=O,2.5,0.1
CCn1c(CN2CCN(C(c3ccccc3)c3ccccc3)CC2)nc2c1c(=O)n(C)c(=O)n2C,0.5,1.5
O=C(Oc1ccc(Br)cc1C(=S)N1CCCCC1)c1cc([N+](=O)[O-])cc([N+](=O)[O-])c1,-0.5,-1.4

# (cont.)
SMILES,DAX1 inh,GAA850 FXN act
CCOC(=O)[C@H]1[C@H]2COc3cc(OC)ccc3[C@@H]2N2C(=O)N(c3cccc(Cl)c3)C(=O)[C@@]12C,1.4,-0.6
COc1ccc(-c2nc3ccc(C)cn3c2NCc2ccccc2)cc1SC1CCCCC1,-2.1,-1.3
CS(=O)(=O)c1ccccc1-c1nc(-c2cccc(Cl)c2)no1,-0.1,3.5
CCC(C)(C(=O)NC1CCCC1)N(C(=O)c1cnccn1)c1c(C)n(C)n(-c2ccccc2)c1=O (stereo not drawn),2.4,-1.1
